Bioassay records from PubChem BioAssay.
RXFP1 agonist: agonists of human relaxin receptor RXFP1; Q9HBX9; HEK293T-RXFP1 cAMP TR-FRET, 30 min; response scale: percent of porcine relaxin response, buffer zero; Potency, µM (doses to about 57.5 µM), inactives show at the highest dose activation, actives largely listed as activators; 0.3% of 370,000 active; AID 2676; also: potency is read from the fitted curve at half-maximal effect; % is scaled to controls: 0 for no effect and ±100 for the full control effect; nearly all actives have a fitted effect of over 60% in size; many of its hits are not listed in these tables
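cAMP rise read by TR-FRET after 30 min, 37C compound exposure (up to 58 uM) in RXFP1-transfected HEK293 cells with Ro 20174 present. EC50 from Hill-equation fits, with 29 nM porcine relaxin as 100% and buffer as basal.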
RXFP1 antag: antagonists of human relaxin receptor RXFP1; HEK293-RXFP1, relaxin-stimulated cAMP HTRF, 30 min; hits give low values; AID 1259400; activity change, negative = inhibition, % at 57.5 µM; 0.59% of 350,000 active;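 active = activity change of -60% or lower, but not beyond a set lower limit; inconclusive = change between -60% and -40%, or beyond the set limit; inactive = change above -40%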; also: % is scaled to controls: 0 for no effect and ±100 for the full control effect
D2 potentiator: D2 dopamine receptor (human) potentiation; HEK293 T-REx D2, calcium flux, EC20 dopamine potentiation; potentiation, % at 10 µM; 0.34% of 340,000 active; AID 485347;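 active = potentiation over 3 SD above the plate norm, cut at about 30% in these data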; also: 0% is about no effect
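Using a no-wash calcium dye in inducible, force-coupled HEK293 Trex cells expressing D2, we tracked fluorescence each second for 180 s after compound, then for 180 s after EC20 dopamine to detect augmented signalling.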
GRP78 ERSR act: inducers of ER stress response in human glioma cells. U87-MG GRP78 promoter luciferase reporter, 16 h. Potency, µM, for inactives: top-dose activation, most hits filed as activators. 0.02% of 420,000 active. AID 602332; also: potency is read from the fitted curve at half-maximal effect; series mostly up to about 76 µM; % of control where 0% means no effect; nearly all actives have a fitted effect of over 35% in size
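Stably transfected U87-MG glioma cells carrying a GRP78-based luciferase sensor; 16 h compound incubation. Luminescence end-point read 10 min after Bright-Glo addition at room temperature.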
Vif-APOBEC3F blk: Vif-A3F binding inhibition | HeLa A3F-eYFP + Vif (tagged APOBEC3F with the HIV-1 protein that degrades it), YFP fluorescence increase | Potency, µM (top dose mostly 46.1 µM), for the others: at the top dose activity, negative = active | 0.2% of 390,000 active | AID 602313; also: potency is read from the fitted curve at half-maximal effect; % of control where 0% means no effect; nearly all actives have a fitted effect of over 65% in size
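HeLa cells stably expressing Vif plus C-terminally eYFP-tagged A3F were seeded, incubated overnight at 37 deg C, dosed with compound, incubated overnight again at 37 deg C. Yellow fluorescence (Ex 488/Em 500-530) reported blocked Vif-mediated A3F-eYFP degradation.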
D1 antag: blocks dopamine activation of the human D1 receptor; AID 504652; activity change, negative = inhibition, % at 10 µM; 3.2% of 360,000 active; HEK293 TREx D1 cells, calcium flux, dopamine EC80; hits give low values; in the data active = activity change below about -30%; also: % is scaled to controls: 0 for no effect and ±100 for the full control effect
Target sequence (P21728 whole entry, looked up): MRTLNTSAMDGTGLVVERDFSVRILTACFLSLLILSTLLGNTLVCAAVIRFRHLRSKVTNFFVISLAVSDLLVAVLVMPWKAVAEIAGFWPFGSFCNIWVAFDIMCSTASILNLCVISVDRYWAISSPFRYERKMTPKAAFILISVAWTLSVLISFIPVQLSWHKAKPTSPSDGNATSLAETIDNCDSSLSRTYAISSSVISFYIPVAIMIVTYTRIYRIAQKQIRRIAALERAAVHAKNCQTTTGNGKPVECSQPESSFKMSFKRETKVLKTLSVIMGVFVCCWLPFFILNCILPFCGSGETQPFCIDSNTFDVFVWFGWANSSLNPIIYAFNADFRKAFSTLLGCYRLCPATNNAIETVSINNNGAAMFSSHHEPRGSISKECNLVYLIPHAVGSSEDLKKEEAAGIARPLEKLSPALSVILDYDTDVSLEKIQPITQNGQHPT
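Tetracycline-induced HEK293 T-REx cells with force-coupled D1 receptor were loaded with a no-wash calcium dye. Compound was added after a 10 s baseline and read kinetically for 180 s; EC80 dopamine was then added and calcium flux followed another 180 s.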
Vif-A3G inh: blocks the Vif interaction with human APOBEC3G; 0.076% of 410,000 active; AID 602310; Potency, µM (top dose mostly 46.1 µM), for inactives: at the top dose activity, negative = active, actives largely listed as inhibitors; HeLa A3G-eYFP + Vif (tagged APOBEC3G with the HIV-1 protein that degrades it), YFP fluorescence, overnight;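 also: potency is read from the fitted curve at half-maximal effect; % is scaled to controls: 0 for no effect and ±100 for the full control effect; nearly all actives have a fitted effect of over 60% in size; hits raise eYFP signal because A3G escapes Vif-driven loss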
Target sequence (Q9HC16 whole entry, looked up): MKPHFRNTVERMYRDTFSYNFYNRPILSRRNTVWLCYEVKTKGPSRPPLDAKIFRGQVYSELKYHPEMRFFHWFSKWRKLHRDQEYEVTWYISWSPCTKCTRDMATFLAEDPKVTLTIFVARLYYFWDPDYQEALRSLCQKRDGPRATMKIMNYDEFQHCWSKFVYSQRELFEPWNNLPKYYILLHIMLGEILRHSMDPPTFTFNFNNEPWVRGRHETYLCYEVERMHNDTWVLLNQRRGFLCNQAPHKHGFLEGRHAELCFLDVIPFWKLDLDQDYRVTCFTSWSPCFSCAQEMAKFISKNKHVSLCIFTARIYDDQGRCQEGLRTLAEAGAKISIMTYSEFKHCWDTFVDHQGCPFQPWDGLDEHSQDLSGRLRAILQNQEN
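Read-out is eYFP fluorescence (Ex 488/Em 500-530) from Vif-expressing HeLa A3G-eYFP cells; more signal means A3G escaped Vif-mediated degradation. Cells plated overnight, compound pinned in, incubated overnight at 37 deg C.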
D1 ag: activates the human D1 dopamine receptor. P21728. activation, % at 2 µM. HEK293 T-REx D1 cells, calcium flux, agonist mode. AID 504660. 1% of 360,000 active; in the data active = activation above about 30%; also: 0% is about no effect
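Inducible HEK293 T-REx D1 cells, force-coupled to calcium signalling, were plated at 4000 cells/well with tetracycline and held overnight at 30 C. After no-wash calcium dye loading, compound-evoked calcium rise over 180 s flagged agonists.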
D1 PAM: potentiators of human D1 dopamine receptor. potentiation, % at 10 µM. HEK293 TREx D1 cells, calcium flux, dopamine EC20 potentiation. 0.036% of 360,000 active; in the data active = potentiation above about 30%; also: 0% is about no effect
* marks the source's active call; other numbers are inactive results; ? = inconclusive; . = not tested or not shown; & = joins results of further samples. Unless noted, calls follow the shape of the dose curve; as a rule, active = well fitted curve in the direction sought with a large enough effect; inconclusive = small, poorly fitted or top-dose-only effect, or another doubt; inactive = no such curve, though single readings can be large; an effect the other way counts as inactive or inconclusive. Not all compounds are listed. The share of hits here may be higher or lower than overall.

SMILES | RXFP1 agonist | RXFP1 antag | D2 potentiator | GRP78 ERSR act | Vif-APOBEC3F blk | D1 antag | Vif-A3G inh | D1 ag | D1 PAM
O=c1c2ccccc2oc2ccc(NCCCN3CCOCC3)cc12 | 2.5% | . | -5 | -6% | -4% | -9 | 6% | 14 | -7
Cc1ccc(/C=N/N2CCN(Cc3cccc4ccccc34)CC2)o1 | 0.0% | -32 | -1 | -1% | -20% | -10 | -6% | 2 | 2
O=C(CC1SC(N2CCCC2)=NC1=O)Nc1ccc(C(=O)NCc2ccccc2F)cc1 (centres undefined) | . | -1 | . | -4% | -5% | . | -4% | . | .
O=C(N/N=C/c1cccc(Oc2ccccc2)c1)c1ccncc1 | -1.0% | -4 | 8 | 2% | -3% | 11 | 6% | 7 | -8
COCCNC(=O)/C(C#N)=C\c1ccc(CNS(=O)(=O)c2ccc(C)cc2)o1 | 1.7% | 2 | 2 | -5% | -12% | 0 | -3% | 0 | 6
Cc1cccc(OCCC(=O)OCc2csc(CC(=O)Nc3ccccc3C)n2)c1 | -2.3% | -3 | -7 | -1% | 2% | 10 | -1% | 3 | -7
CN(CC(=O)Nc1ccc2c(c1)OCO2)S(=O)(=O)c1ccc2c(c1)CCC(=O)N2 | -0.9% | -9 | -2 | 1% | 4% | -4 | 0% | 0 | -2
CC(CN1CCCC1)OC(=O)C(c1ccccc1)c1ccccc1 (centres undefined) | 0.1% | -5 | -12 | -3% | 6% | -3 | 2% | 4 | -8
CCCn1nnc(NC(=S)NC(=O)c2ccccc2OC)n1 | . | 7 | . | 0% | ? | . | -1% | . | .
O=C(c1ccco1)N1CCN(C(=O)c2ccc(Cn3cc(Br)cn3)o2)CC1 | 0.9% | 1 | -9 | 2% | -1% | -10 | -3% | 1 | -2
Oc1cc(NCc2cccnc2)ccc1-c1nc2ccccc2o1 | 0.7% | 6 | -22 | -1% | -10% | -27 | -11% | 3 | -9
O=C(CCCc1ccccc1)Nc1ccccn1 | 3.0% | 7 | -8 | 3% | 0% | -6 | -6% | 2 | -8
O=C(NC1CCCCC1)NC1CCN(S(=O)(=O)c2ccc3c(c2)OCCO3)CC1 | -0.5% | 7 | 1 | -5% | -15% | 15 | 2% | 0 | -3
CSc1ccc(CNc2nc3ccccc3n3cnnc23)cc1 | ? | -1 | 4 | -4% | -15% | 28 | 3% | 3 | 8
Cc1n[nH]c(=O)c2c(NC(=O)CSc3nn(-c4ccc(F)cc4)c(=S)s3)oc(C)c12 | 0.5% | -21 | -2 | -1% | -22% | -1 | -2% | 1 | -1
O=Cc1ccc(O)c2ncccc12 | 2.0% | -1 | -6 | -7% | -2% | -21 | ? | 1 | -4
CCOC(=O)c1c(C)[nH]c(CCC(=O)NCc2ccc(N(C)C)cc2)c1C | -3.6% | 5 | 6 | -3% | 1% | -7 | 4% | 1 | -2
CC(=O)Nc1ccc(CN2CCCC(CO)(Cc3cccc(Cl)c3)C2)cc1 (centres undefined) | 3.1% | -5 | -16 | 1% | -4% | -12 | 1% | 2 | -3
CC(=O)OCC(=O)[C@H]1CC[C@H]2[C@@H]3CCC4=CC(=O)CC[C@]4(C)[C@H]3CC[C@]12C | 0.5% | -22 | -1 | -1%&-5% | 8% | -8 | -4% | 2 | -3
Cc1ccc(CNC(=O)CCCCCn2c(=O)c3sccc3n(CC(=O)N3CCCCC3C)c2=O)cc1 (centres undefined) | 4.6% | -8 | -5 | . | . | -4 | . | 3 | -1
COc1cc(C(C)=O)ccc1OCC(=O)Nc1ccc2nc(C)sc2c1 | ? | 1 | -2 | -1% | 6% | 2 | 1% | 3 | -7
Cc1ccc(-c2nnc(Nc3ccc4c(c3)nc(C)n4C)c3ccccc23)cc1 | 1.8% | -23 | -8 | 0% | -15% | -3 | -8% | 2 | -6
COc1cccc(OC)c1OCCCCCc1c(C)n[nH]c1C | -1.4% | -5 | 14 | -5% | 7% | 11 | -3% | 10 | 0
C=CCn1c(SCC(=O)N2CCN(c3ccc(F)cc3)CC2)nnc1-c1cccs1 | 5.5% | -17 | -3 | -4% | 0% | -17 | -1% | 3 | 4
Cc1cccc(C(=O)N(CC(=O)Nc2sc(C)c(C)c2C(N)=O)C2CCCC2)c1 | 4.5% | 2 | . | -6% | -3% | -16 | 0% | 1 | -3
SMILES | RXFP1 agonist | RXFP1 antag | D2 potentiator | GRP78 ERSR act | Vif-APOBEC3F blk | D1 antag | Vif-A3G inh | D1 ag | D1 PAM
O=C(Cn1nnc(-c2ccccc2)n1)N/N=C/c1ccc(-c2ccc(Cl)cc2)o1 | 2.1% | -2 | -9 | -3% | -3% | -6 | 2% | 1 | 2
CC1CCCCN1CC(=O)Nc1ccc2c(c1)OC(F)(F)O2 (centres undefined) | 2.9% | 15 | -12 | -3% | 2% | -8 | -3% | 11 | -3
Cn1c(SCC(=O)Nc2nccs2)nnc1-c1ccncc1 | 0.2% | 2 | 10 | -5% | 2% | -1 | 1% | 2 | -11
Cc1ccc(C2NC(=O)c3sc(=S)n(-c4ccccc4)c3N2)cc1 (centres undefined) | 0.1% | -2 | 9 | 0% | 8% | 2 | 4% | 4 | 5
Cc1cn(C2OC(COC(=O)c3ccccc3)C(O)C2Cl)c(=O)[nH]c1=O (centres undefined) | 1.0% | -2 | 0 | -3% | -8% | -10 | 2% | 1 | -3
O=C(NCCc1ccccc1)C1CCN(C2CCN(C(=O)CC3=CCCCC3)CC2)CC1 | 2.7% | -4 | 2 | 2% | 10% | 10 | 0% | 1 | 2
Cc1nc2c(c(C)c1CCC(=O)NCc1ccc(F)cc1)c(=O)n(C)c(=O)n2C | ? | . | -1 | -2% | 0% | -11 | 2% | 1 | 1
CCOc1ccc2nc(NC(=O)CSCC(=O)Nc3cc(C)on3)sc2c1 | 1.1% | -2 | -20 | 1% | 7% | -6 | -4% | 3 | -7
CC(=O)NCCOc1ccc2oc3ccccc3c2c1 | 0.1% | -8 | -15 | 6% | . | -13 | 3% | 3 | -5
COc1ccccc1-n1c(C)cc(/C=C2/C(=N)N3C(=NC2=O)SN=C3S(C)(=O)=O)c1C | 1.8% | 13 | 1 | 1% | -2% | -4 | 0% | 1 | -4
CC(Nc1c([N+](=O)[O-])c(=O)oc2ccccc12)C(Cl)c1ccccc1 (centres undefined) | 0.4% | -32 | -13 | 5% | 1% | 4 | -17% | 1 | -4
COc1ccc(C2/C(=C(/O)c3ccccc3)C(=O)C(=O)N2CCN2CCOCC2)c(OC)c1 (centres undefined) | 4.4% | 4 | 8 | 1% | -11% | 11 | 1% | 0 | 3
Cc1ccccc1C(=O)Nc1ccc(N2CCCC2)cc1 | -1.6% | -3 | 15 | 11% | -19% | 5 | -17% | -1 | 1
CN(CC(=O)N1CCCC1)S(=O)(=O)c1ccc(Cl)cc1 | -0.2% | 5 | 4 | -2% | -1% | -4 | 2% | 3 | 2
CCOC(=O)c1sc(N)c(C#N)c1CSc1nc2ccc(C)cc2[nH]1 | 1.6% | -16 | 1 | -5% | 1% | -1 | -9% | 3 | -1
CC(C)C(NC(=O)C(Cc1ccccc1)NC(=O)OCc1ccccc1)C(=O)O (centres undefined) | -2.1% | -13 | -11 | -3% | -8% | 5 | -3% | 5 | 6
Cc1ccccc1N(CC(=O)NCc1ccccc1)C(=O)CCC(=O)Nc1nccs1 | -0.2% | -4 | 25 | -4% | -7% | 18 | 0% | -2 | -4
Cc1c(C(=O)Nc2ccc(C(C)C)cc2)sc2nc[nH]c(=O)c12 | 0.8% | -30 | 11 | 1% | -1% | -5 | -4% | 0 | -2
COc1nc(NC(C)(C)C)nc(Oc2ccc(=O)n(C)n2)n1 | 1.3% | 4 | 12 | -2% | -2% | 5 | 7% | 1 | 1
O=C(N/N=C/C(Br)=C/c1ccccc1)c1ccc([N+](=O)[O-])cc1 | 0.2% | 2 | -9 | -3% | ? | -2 | -1% | 6 | 1
Cc1ccc(-n2c(=O)c(C#N)cc3c(=O)n4ccccc4nc32)cc1 | 4.5% | -6 | 14 | 1% | -8% | 5 | -2% | 1 | 0
Cc1cc(C(=O)COC(=O)c2cccc(O)c2)c(C)n1C1CC1 | 1.3% | -2 | 5 | -5% | -8% | 1 | -8% | 4 | -2
O=C(CSc1ccc(-c2cccs2)nn1)NCc1ccccc1Cl | 12% | . | -11 | . | . | -3 | . | 6 | -2

In the list so far, these have a nitro group on carbon:
SMILES | RXFP1 agonist | RXFP1 antag | D2 potentiator | GRP78 ERSR act | Vif-APOBEC3F blk | D1 antag | Vif-A3G inh | D1 ag | D1 PAM
CC(Nc1c([N+](=O)[O-])c(=O)oc2ccccc12)C(Cl)c1ccccc1 (centres undefined) | 0.4% | -32 | -13 | 5% | 1% | 4 | -17% | 1 | -4
O=C(N/N=C/C(Br)=C/c1ccccc1)c1ccc([N+](=O)[O-])cc1 | 0.2% | 2 | -9 | -3% | ? | -2 | -1% | 6 | 1

2 compounds drawn at random from those above, as already listed:
SMILES | RXFP1 agonist | RXFP1 antag | D2 potentiator | GRP78 ERSR act | Vif-APOBEC3F blk | D1 antag | Vif-A3G inh | D1 ag | D1 PAM
CC1CCCCN1CC(=O)Nc1ccc2c(c1)OC(F)(F)O2 (centres undefined) | 2.9% | 15 | -12 | -3% | 2% | -8 | -3% | 11 | -3
Cc1nc2c(c(C)c1CCC(=O)NCc1ccc(F)cc1)c(=O)n(C)c(=O)n2C | ? | . | -1 | -2% | 0% | -11 | 2% | 1 | 1

Some of these compounds in order of their number in D1 ag, smallest number first:
| mol | D1 ag |
| --- | --- |
| Cc1ccccc1N(CC(=O)NCc1ccccc1)C(=O)CCC(=O)Nc1nccs1 | -2 |
| CC(=O)OCC(=O)[C@H]1CC[C@H]2[C@@H]3CCC4=CC(=O)CC[C@]4(C)[C@H]3CC[C@]12C | 2 |
| CC(=O)NCCOc1ccc2oc3ccccc3c2c1 | 3 |
| Cc1ccc(C2NC(=O)c3sc(=S)n(-c4ccccc4)c3N2)cc1 (centres undefined) | 4 |
